# High-throughput results deposited in PubChem by several laboratories.
# SRC1 inh = inhibits human SRC1 coactivator. Q15788. hit rate 0.12% among 360,000. inhibition, % at 3.6 µM. HEK293 GAL4-SRC1 luciferase reporter, luminescence. AID 588354;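 active = inhibition above the campaign mean plus 3 SD, with each screening campaign given its own cutoff, cut at about 60% in these data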;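 note: 0% = DMSO treated cells and 100% = gossypol at 36 µM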
# TRAIL sens C8 = sensitizes caspase-8 expressing cells to TRAIL; inhibition (viability loss, TRAIL sensitization), % at 10 µM; NB7+C8 cells + TRAIL, ATPlite viability luminescence; hit rate 1% among 360,000;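 active = compounds causing at least 50% loss of cell viability in the single-dose screen, relative to plate controls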
# NCOA3 inh = inhibitors of human steroid receptor coactivator 3 (SRC3); HEK293 GAL4-SRC3 luciferase reporter, luminescence; Q9Y6Q9; inhibition, % at 3.6 µM; AID 588352; hit rate 0.17% among 360,000;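 active = inhibition above a per-campaign cutoff, the mean of all compounds plus 3 SD, cut at about 60% in these data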;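 note: 0% = DMSO-treated cells and 100% = gossypol-treated cells at 36 µM; higher means less SRC3-driven luciferase light from the GAL4 reporter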
# TLR9-MyD88 inh = blocks human TLR9 binding to MyD88; CHO BLA complementation TLR9-MyD88, CCF4 FRET ratio; inhibition, % at 4.98 µM; hit rate 0.21% among 340,000;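 active = inhibition above the mean over all tested compounds plus 3 SD, cut at about 21% in these data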;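 note: 0% = DMSO only wells and 100% = clavulanate BLA inhibitor control wells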
# TROY NFkB inh = inhibitors of TROY-dependent NF-kB signaling | inhibition, % at 10 µM | AID 1347056 | Q293 LMP1-TROYcd NF-kB luciferase reporter, 4 h | hit rate 0.98% among 360,000;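 active = compounds whose plate-normalised and pattern-corrected inhibition of the luciferase reporter signal at the single screening dose is 50% or more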
# LRH-1 inv ag = NR5A2 inverse agonism in reporter assay; hit rate 0.13% among 360,000; HEK293T StAR-luciferase reporter, LRH-1 transfected, 24 h; inhibition, % at 3.6 µM;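 active = inhibition above the mean inhibition of all tested compounds plus 3 SD, cut at about 73% in these data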;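 note: 0% = DMSO wells and 100% = reporter-only cells lacking LRH-1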
# Target sequence (O00482 whole entry, looked up): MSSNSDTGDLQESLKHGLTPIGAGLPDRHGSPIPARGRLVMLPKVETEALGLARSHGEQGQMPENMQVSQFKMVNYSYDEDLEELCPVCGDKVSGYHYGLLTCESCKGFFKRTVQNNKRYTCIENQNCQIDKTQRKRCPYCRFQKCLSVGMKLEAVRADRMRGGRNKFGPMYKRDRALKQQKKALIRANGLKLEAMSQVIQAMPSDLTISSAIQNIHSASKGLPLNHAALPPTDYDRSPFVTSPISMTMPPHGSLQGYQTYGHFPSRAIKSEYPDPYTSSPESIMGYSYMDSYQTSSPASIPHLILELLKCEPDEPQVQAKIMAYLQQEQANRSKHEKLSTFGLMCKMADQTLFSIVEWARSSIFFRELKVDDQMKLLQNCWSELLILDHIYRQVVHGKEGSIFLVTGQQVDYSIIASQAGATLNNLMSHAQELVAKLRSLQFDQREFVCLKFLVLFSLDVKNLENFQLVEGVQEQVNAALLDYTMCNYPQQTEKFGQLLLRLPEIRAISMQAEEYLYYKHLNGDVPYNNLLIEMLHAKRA
# TWEAK-Fn14 inh = blocks TWEAK-Fn14 interaction in a reporter cell assay | TWEAK-stimulated Fn14 reporter cells, luciferase luminescence, 8 h | inhibition, % at 10 µM | hit rate 2% among 360,000 | AID 1159606; in the data active = inhibition above about 50%
# NCOA2 inhibitor = human SRC2 (NCOA2) inhibition. Q15596. HEK293 GAL4-SRC2 luciferase reporter, luminescence. inhibition, % at 9 µM. hit rate 0.17% among 370,000. AID 651957;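 active = inhibition above the mean inhibition of all tested compounds plus 3 SD, set per campaign, cut at about 52% in these data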;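 note: 0% = DMSO treated cells and 100% = cells given Gossypol at 36 µM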
# LMP1 NFkB inh = Epstein-Barr LMP1 NF-kappaB reporter inhibition; LMP1-induced NF-kappaB luciferase reporter cells, luminescence; inhibition, % at 12.5 µM; hit rate 0.69% among 350,000; AID 504558; in the data active = inhibition above about 41%;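 note: 0% = neutral control wells and 100% = reference inhibitor control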
# COUP-TFII inh = blocks human COUP-TFII nuclear receptor; hit rate 0.7% among 370,000; inhibition, % at 8.6 µM; HEK293T NGFI-A luciferase reporter, luminescence; P24468;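 active = inhibition above a per-plate cutoff, mean inhibition of test wells between control levels plus 3 SD, cut at about 38% in these data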;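 note: cells cotransfected with COUP-TFII expression vector driving the NGFI-A reporter; 0% = median of COUP-TF2 test wells and 100% = reporter-only cells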
# Target sequence (P24468 whole entry, looked up): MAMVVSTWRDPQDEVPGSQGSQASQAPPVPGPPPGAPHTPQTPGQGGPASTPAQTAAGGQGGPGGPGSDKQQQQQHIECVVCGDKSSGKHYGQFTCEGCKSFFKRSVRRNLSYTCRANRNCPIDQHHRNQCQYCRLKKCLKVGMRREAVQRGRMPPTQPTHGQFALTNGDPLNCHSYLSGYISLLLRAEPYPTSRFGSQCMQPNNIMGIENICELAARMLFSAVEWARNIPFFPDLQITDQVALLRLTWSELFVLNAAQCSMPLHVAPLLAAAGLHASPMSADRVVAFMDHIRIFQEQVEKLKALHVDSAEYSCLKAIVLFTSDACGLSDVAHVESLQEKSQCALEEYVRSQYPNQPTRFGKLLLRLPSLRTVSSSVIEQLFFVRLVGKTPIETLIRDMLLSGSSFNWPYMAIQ
# NOD2 RIPK2 PPI = inhibitors of human NOD2-RIPK2 interaction; inhibition, % at 4.98 µM; CHO BLA complementation NOD2-RIPK2, CCF4 ratio; hit rate 0.38% among 360,000; O43353; in the data active = inhibition above about 21%;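 note: 0% = vehicle only and 100% = reference blocker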
# * = called active by the depositor; / = not tested or not shown. These rows are one share of the data; count on the stated rates, not on these rows.
entry	Structure	TWEAK-Fn14 inh	LMP1 NFkB inh	NCOA2 inhibitor	LRH-1 inv ag	COUP-TFII inh	SRC1 inh
1	Cc1ccc(/C=C2\SC(=S)N(NS(=O)(=O)c3ccc(C)cc3)C2=O)cc1	-17	2	-6	5	6	-15
2	Cc1cc(C)n(-c2ccc(C(=O)NCC(=O)Nc3cc(Cl)ccc3Cl)cc2)n1	-9	-3	-9	-5	12	-4
3	O=C(CSc1ccccc1F)Nc1ccc2c(c1)OCO2	-10	-9	-121	-55	-41	-62
4	Cc1cc(C)c(NC(=S)NC(=O)c2ccc(-c3ccccc3)cc2)c(C)c1	-1	14	16	-4	-2	5
5	CCN(CC)c1ncnc2c1ncn2[C@H]1CN(Cc2cc(OC)c(OC)c(OC)c2)C[C@@H](CO)O1	-3	/	-23	8	-14	8
6	Cc1ccc(C2OCC3(CO2)COC(c2ccc(C)cc2)OC3)cc1 (centres undefined)	6	-9	-3	-18	-8	2
7	CCOC(=O)/C(C(C)=O)=C1/OC(=O)c2ccccc21	-1	3	6	7	12	11
8	O=C(NNC1=Nc2cccc3cccc1c23)c1ccc(Br)cc1	-54	18	14	1	5	5
9	O=C(Nc1cccc2c1CCCC2)c1cc([N+](=O)[O-])cc([N+](=O)[O-])c1	-2	-1	-23	-1	-31	2
10	NS(=O)(=O)c1ccc(CCNC(=O)CCc2nc3ccccc3s2)cc1	7	2	-12	-8	6	-5
11	COc1cc(OC)cc(C(=O)Nc2ccc([N+](=O)[O-])cn2)c1	-6	7	-36	8	1	-8
12	O=C(NCc1ccccn1)c1cc2ccccc2oc1=O	-4	-6	-38	-83	-29	-70
13	COC(=O)CCc1nc2ccccc2[nH]c1=O	-6	4	-5	6	-18	-18
14	Cc1ccc2c(cnn2C(=O)CCCC(=O)NCc2cccc(F)c2)c1	-21	-2	-8	-8	8	-2
15	Cc1ccc(C)c(S(=O)(=O)N2CCCOC2CNC(=O)C(=O)NCCc2ccccc2)c1 (centres undefined)	14	-3	5	6	6	-16

entry	TRAIL sens C8	NOD2 RIPK2 PPI	TLR9-MyD88 inh	NCOA3 inh	TROY NFkB inh
1	-11	-6	-6	-3	37
2	-9	-2	-7	1	7
3	3	-4	-3	-88	-45
4	20	0	-6	6	17
5	-11	-7	/	-8	8
6	-5	0	0	5	6
7	6	-7	-16	18	12
8	22	-10	/	18	-1
9	-3	-12	5	-5	-8
10	0	-3	9	7	12
11	-2	4	5	-14	-28
12	11	-7	3	-42	-55
13	-1	-2	0	8	-4
14	-10	-12	-2	3	-30
15	8	-9	1	1	6

# Next structures
entry	Structure	TWEAK-Fn14 inh	LMP1 NFkB inh	NCOA2 inhibitor	LRH-1 inv ag	COUP-TFII inh	SRC1 inh
16	CCOC(=O)NCCc1c(C)nc2c(c(C)nn2C(C)(C)C)c1C	-13	2	15	13	15	4
17	COc1cccc(OC)c1OCCNC(C)(C)C	15	7	-1	-6	5	8
18	CC/C(=N\NC(=O)C1CCCC1)c1ccc(Br)cc1	-1	-3	5	-40	-9	-58
19	COC(=O)C(CC(=O)c1ccc(C)cc1)n1cccn1 (centres undefined)	-9	2	1	-3	0	1
20	COc1cc2nc(N3CCN(C(=O)OCc4ccccc4)[C@H](C(=O)NC(C)(C)C)C3)nc(N)c2cc1OC	-1	5	1	15	-12	11
21	COc1ccc(NC(=O)c2cc(C)n(Cc3cccs3)c2C)cc1	-19	-15	-20	-155	-46	-88
22	O=C(NNC(=O)C1CCN(Cc2cccc(F)c2)CC1)c1cccs1	1	-3	-19	17	11	-3
23	O=C(O)C1CSC2(c3ccc4c(c3)OCCO4)CCC(=O)N12 (centres undefined)	-9	-1	-11	-1	-4	6
24	COc1ccccc1CNS(=O)(=O)c1cc(C(=O)N(C)Cc2cccnc2)c(Cl)cc1Cl	4	4	3	0	-22	-24
25	COc1cc(NC(=O)c2ccccc2F)ccc1NC(=O)c1ccccc1Cl	-6	-7	-7	-6	-9	-4
26	COc1cc(SC)ccc1C(=O)Nc1ccc2ncccc2c1	37	1	-38	-148	-8	-115
27	Cc1cc(NC(=O)c2cc(Cl)ccc2Cl)no1	10	-6	-17	-10	25	1
28	COc1ccc(CCNS(=O)(=O)c2cc3c4c(c2)C(C)C(=O)N4CCC3)cc1OC (centres undefined)	12	-4	-14	8	-8	-2
29	Cc1oc(/N=C/c2cccc3ccccc23)c(C#N)c1C	2	-10	/	-3	/	5
30	CS(=O)(=O)N(CC(=O)NCCSCc1ccccc1)c1ccc2c(c1)OCO2	-8	-7	-7	17	19	-17

entry	TRAIL sens C8	NOD2 RIPK2 PPI	TLR9-MyD88 inh	NCOA3 inh	TROY NFkB inh
16	0	-4	-6	18	-2
17	-14	-17	4	20	-3
18	14	-6	-2	0	-12
19	13	-5	-2	-12	12
20	4	-24	0	-3	-6
21	35	-10	/	-106	-26
22	25	2	-4	12	12
23	-1	-1	9	7	-5
24	-7	-7	-19	10	6
25	4	0	-2	2	-10
26	36	0	-1	-100	-7
27	19	-8	1	-4	-14
28	8	-5	7	17	0
29	-6	-8	6	12	9
30	-3	9	3	11	-8

# Next section.
entry	Structure	TWEAK-Fn14 inh	LMP1 NFkB inh	NCOA2 inhibitor	LRH-1 inv ag	COUP-TFII inh	SRC1 inh
31	CC1CCN(C(=O)N[C@@H](Cc2ccccc2)C(=O)O)CC1	-9	-1	-14	-2	3	-27
32	c1ccc(-c2nccc3ccccc23)cc1	-4	-4	-10	-19	-4	3
33	COc1cccc(CN2CCNC(=O)C2CC(=O)NC2CCOCC2)c1OC (centres undefined)	2	4	21	-5	-6	-3
34	COC(=O)N/N=C(\C)c1ccc(Br)cc1	-4	-2	-32	-22	-10	-39
35	CC1CCCC(NC(=O)c2cccc(N3CCCC3=O)c2)C1C (centres undefined)	-17	-1	-26	-44	-30	-29
36	O=C(CN1CCN(c2ccccn2)CC1)Nc1ccccc1Br	9	0	-1	24	6	1
37	Cc1ccc(NC(=S)Nc2c(C)n(C)n(-c3ccccc3)c2=O)cc1Cl	-6	-3	1	1	11	-6
38	COc1ccc(N2Cc3ccc(OC)c(OC)c3C2=O)cc1	17	-9	-62	-125	-27	-88
39	Cc1cccnc1NC(=S)NC(=O)c1oc2ccccc2c1C	-19	-25	-27	-49	-29	-76
40	COC(=O)N/N=C/c1cc(Cl)cc(Cl)c1OCc1ccccc1	17	2	-27	18	21	-1
41	O=C(CSc1nc2c(sc3ccccc32)c(=O)n1CCCN1CCCC1)NCC1CCCO1 (centres undefined)	-20	-1	-16	-29	-5	-5
42	O=C(N/N=C/c1cccc([N+](=O)[O-])c1)C1CC(=O)N(c2ccc(Cl)cc2)C1 (centres undefined)	1	2	18	-5	-5	-9
43	Cc1c(Cc2ccccc2)c(=O)oc2cc(OCC(=O)N[C@@H](Cc3ccccc3)C(=O)O)ccc12	3	-1	-14	-12	3	-16
44	CC(C)Nc1nc(Cl)nc(N(C#N)CN2C(=O)c3ccccc3C2=O)n1	16	-2	-24	0	-4	-19
45	Nc1ccccc1-c1nnc(-c2ccc(-c3ccccc3)cc2)o1	17	-49	-25	-87	-20	-73

entry	TRAIL sens C8	NOD2 RIPK2 PPI	TLR9-MyD88 inh	NCOA3 inh	TROY NFkB inh
31	7	-2	-5	2	-2
32	-10	-3	2	12	-2
33	-3	-16	3	-11	-6
34	18	2	-14	-48	-35
35	-8	-3	1	-32	-29
36	-14	2	0	-4	12
37	-19	-3	1	23	8
38	51*	3	-1	-76	-17
39	46	-2	0	-64	-64
40	-11	-6	-39	10	15
41	4	-6	-1	-1	-20
42	-12	-3	1	4	28
43	-13	-22	4	-3	3
44	7	15	3	-2	5
45	18	-6	5	-73	-14

# Entries by screen from above:
# Entries 33 to 44 in TLR9-MyD88 inh, in turn: 3, -14, 1, 0, 1, -1, 0, -39, -1, 1, 4, 3
# Entries 33 to 44 in LRH-1 inv ag, in turn: -5, -22, -44, 24, 1, -125, -49, 18, -29, -5, -12, 0

# (next part)
entry	Structure	TWEAK-Fn14 inh	LMP1 NFkB inh	NCOA2 inhibitor	LRH-1 inv ag	COUP-TFII inh	SRC1 inh
46	Cc1ccc(C2c3[nH]c4ccccc4c3C[C@H]3C(=O)N(c4ccccc4C(=O)NCCCN4CCOCC4)C(=O)N23)cc1 (some centres undefined)	9	6	-2	-4	1	-9
47	O=C(OCc1c(Cl)cccc1Cl)c1cnccn1	2	-11	-18	-10	-5	-4
48	O=C1CCN(S(=O)(=O)c2ccc(Cl)cc2)N1	-5	-5	-6	-2	-14	-2
49	Clc1cccc(CNc2ccn3nc(-c4ccc(OCc5ccccc5)cc4)cc3n2)c1	9	/	-13	41	2	10
50	COc1cccc(-c2nc(N3CCCCC3)c3ccccc3n2)c1O	21	-4	7	11	8	9
51	O=C(C[C@H]1C(=O)N(Cc2ccccc2)C[C@@H]1c1ccc(Br)cc1)Nc1ccc(Br)cc1	30	-8	8	31	4	1
52	COC(=O)[C@@]1(C)[C@H]2C(=O)N(C)C(=O)[C@H]2[C@H]2CN(C)C(=NC3CCCCC3)N21	-8	1	-9	8	-8	6
53	COc1ccc(NC(=O)CCN2CCCC2)c(OC)c1	-1	-1	-32	-4	-2	3
54	COc1ccc(C2=NCCNC(C(F)(F)F)=C2)cc1	-6	-7	-3	9	-2	-10
55	Cc1cc2nc(C)n(CCCNC(=O)Nc3cccc4ccccc34)c2cc1C	24	5	10	11	38*	-6
56	CC(C)(C)NC(=O)COC(=O)CCC(=O)c1ccc(Cl)cc1	-9	-4	-27	12	-5	8

entry	TRAIL sens C8	NOD2 RIPK2 PPI	TLR9-MyD88 inh	NCOA3 inh	TROY NFkB inh
46	11	-16	7	23	6
47	1	-7	5	-9	-3
48	16	-2	10	-6	-9
49	14	5	/	37	-56
50	0	-14	0	16	18
51	8	0	-9	9	3
52	-16	-5	-3	-12	6
53	-8	-8	-4	2	4
54	-4	3	5	13	13
55	-1	-1	-12	15	29
56	7	-4	-7	7	15

# Five compounds from above, arranged by heavy-atom count, lowest first.
entry	Structure	TWEAK-Fn14 inh	LMP1 NFkB inh	NCOA2 inhibitor	LRH-1 inv ag	COUP-TFII inh	SRC1 inh
48	O=C1CCN(S(=O)(=O)c2ccc(Cl)cc2)N1	-5	-5	-6	-2	-14	-2
54	COc1ccc(C2=NCCNC(C(F)(F)F)=C2)cc1	-6	-7	-3	9	-2	-10
53	COc1ccc(NC(=O)CCN2CCCC2)c(OC)c1	-1	-1	-32	-4	-2	3
50	COc1cccc(-c2nc(N3CCCCC3)c3ccccc3n2)c1O	21	-4	7	11	8	9
52	COC(=O)[C@@]1(C)[C@H]2C(=O)N(C)C(=O)[C@H]2[C@H]2CN(C)C(=NC3CCCCC3)N21	-8	1	-9	8	-8	6

entry	TRAIL sens C8	NOD2 RIPK2 PPI	TLR9-MyD88 inh	NCOA3 inh	TROY NFkB inh
48	16	-2	10	-6	-9
54	-4	3	5	13	13
53	-8	-8	-4	2	4
50	0	-14	0	16	18
52	-16	-5	-3	-12	6
